From PubChem BioAssay
Candida biofilm: kills Candida albicans biofilms; C. albicans biofilm + clotrimazole, Alamar Blue; 85,000 compounds, 0.14% hits; inhibition, % at 6 µM;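 active means inhibition above 20%; inactive means inhibition below 20%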;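 further: preformed 24 hr biofilms exposed to compound for 48 hr; 0% = biofilm without compound and 100% = blank killed by clotrimazole plus chlorhexidine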
CYP2C19 inh: blocks human cytochrome P450 2C19; 96,000 compounds, 21% hits; CYP2C19 Supersomes, luciferin-H EGE luminescence, 30 min; inhibition, % at 5 µM; P33261;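 active means CYP2C19 inhibition above a set limit at 5 µM in the primary screen, cut at about 50% in these data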;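 further: plate controls were negative control wells for no effect and 2.5 mM tranylcypromine positive control for full effect; values of inactives mirror those of a sister screen read the other way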
Target sequence (P33261 whole entry, looked up): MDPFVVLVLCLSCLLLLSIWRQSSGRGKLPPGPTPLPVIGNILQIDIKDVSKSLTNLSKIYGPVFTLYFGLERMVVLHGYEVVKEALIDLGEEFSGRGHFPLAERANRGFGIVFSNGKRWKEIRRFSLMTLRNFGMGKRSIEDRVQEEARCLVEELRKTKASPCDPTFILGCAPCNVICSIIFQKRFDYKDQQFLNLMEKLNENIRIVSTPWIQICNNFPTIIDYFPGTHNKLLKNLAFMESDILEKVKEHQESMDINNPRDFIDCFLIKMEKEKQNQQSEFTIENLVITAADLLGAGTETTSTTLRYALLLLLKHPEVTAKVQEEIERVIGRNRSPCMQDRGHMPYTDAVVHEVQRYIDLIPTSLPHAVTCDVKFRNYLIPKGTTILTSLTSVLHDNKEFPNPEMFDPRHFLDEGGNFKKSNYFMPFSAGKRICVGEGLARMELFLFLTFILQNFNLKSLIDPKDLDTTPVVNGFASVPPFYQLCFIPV
CYP2C9 activ: increases human cytochrome P450 2C9 activity. P11712. recombinant CYP2C9, luciferin-H conversion, luminescence; stronger effect = higher value; factor 1 = untreated enzyme, 0 = blocked. activation factor at 5 µM. 96,000 compounds, 1.4% hits;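 active means activation factor of 2 or more for CYP2C9 at a 5 µM dose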;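 further: 0 = sulfaphenazole-blocked wells and 1 = vehicle-only wells; values of inactives mirror those of a sister screen read the other way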
Target sequence (P11712 whole entry, looked up): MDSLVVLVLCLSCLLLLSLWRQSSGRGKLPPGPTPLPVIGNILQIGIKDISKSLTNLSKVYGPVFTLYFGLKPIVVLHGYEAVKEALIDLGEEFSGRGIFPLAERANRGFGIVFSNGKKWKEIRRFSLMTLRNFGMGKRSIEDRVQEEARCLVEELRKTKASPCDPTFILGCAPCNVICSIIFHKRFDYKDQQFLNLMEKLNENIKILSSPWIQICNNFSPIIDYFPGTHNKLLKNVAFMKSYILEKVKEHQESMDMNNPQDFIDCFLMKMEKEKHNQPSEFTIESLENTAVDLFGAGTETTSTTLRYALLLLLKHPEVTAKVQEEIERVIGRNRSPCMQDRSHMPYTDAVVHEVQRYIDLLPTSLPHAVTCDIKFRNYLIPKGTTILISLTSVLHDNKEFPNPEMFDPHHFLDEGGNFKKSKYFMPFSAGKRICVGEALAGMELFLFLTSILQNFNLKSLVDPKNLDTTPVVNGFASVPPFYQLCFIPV
HUVEC tox TNFa: toxic to HUVEC cells under TNF alpha stimulation; 93,000 compounds, 0.17% hits; HUVEC TNFalpha-stimulated, Hoechst cell count, imaging; cell count reduction, % at 2 µM;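 active means cell count reduction exceeding the screen mean by over 5 SD, scaled to untreated wells per plate, cut at about 78% in these data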;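 further: cells counted after 24 h of TNF alpha exposure following the 1 h pretreatment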
VCAM1 TNFa inh: reduces TNF alpha induced VCAM1 expression in HUVEC; 95,000 compounds, 0.48% hits; AID 802; HUVEC TNFa-induced VCAM-1 immunofluorescence, high-content imaging; inhibition, % at 2 µM;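 active means inhibition above the batch mean plus 3 SD, with images confirmed as a hit by eye, cut at about 37% in these data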;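 further: 0% = TNF-stimulated DMSO wells and 100% = unstimulated control wells; not every result past the cut was called active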
hDAT+cocaine: human DAT dopamine uptake with cocaine, either direction | Q01959 | LLC-PK1 hDAT cells, [14C]-dopamine uptake with cocaine IC80; actives deviate in either direction | B-score at 10 µM | 110,000 compounds, 1.3% hits;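 active means Z score or B-score, a plate-position-corrected score, falls beyond the plate's 99.7% confidence bounds, in either direction; inactive means both scores lie inside the 99.7% bounds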;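 further: scored against the spread of the other compound wells on the same plate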
CYP2C19 act: cytochrome P450 2C19 (human) activation | activation factor at 5 µM | 96,000 tested, under 10 active | P33261 | recombinant CYP2C19, luciferin-H EGE luminescence; stronger effect = higher value; 0 = fully inhibited enzyme, 1 = untreated enzyme;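 active means activation factor of at least 2 at 5 µM in the primary screen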;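 further: 0 = wells with 2.5 mM tranylcypromine and 1 = vehicle-only wells; values of inactives mirror those of a sister screen read the other way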
CYP2C9 inh: human CYP2C9 inhibition | P11712 | CYP2C9 Supersomes, luciferin-H conversion, luminescence | inhibition, % at 5 µM | 96,000 compounds, 20% hits | AID 777;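 active means blocking of liver enzyme CYP2C9 beyond about 50% at 5 µM, limit read from the data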; further: values of inactives mirror those of a sister screen read the other way
HUVEC tox IL1B: HUVEC cytotoxicity counter-screen, IL-1B stimulated. 94,000 compounds, 0.41% hits. cell count reduction, % at 2 µM. HUVEC cell count loss, Hoechst imaging;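 active means cell count reduction more than 3 SD above the screen-wide mean, cut at about 70% in these data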;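 further: normalized per plate to untreated control cells as the no-loss baseline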
* marks the source's active call; other numbers are inactive results; · = not tested or not shown.

SMILES | Candida biofilm | CYP2C19 inh | CYP2C9 activ | HUVEC tox TNFa | VCAM1 TNFa inh | hDAT+cocaine | CYP2C19 act | CYP2C9 inh | HUVEC tox IL1B
CC(C)(C(N)=O)N1CCN(c2ncc(C(F)(F)F)cc2Cl)CC1 | 4 | 49 | 0.9 | -3 | 6 | -0.34 | 0.5 | 13 | -12
Clc1cccc(N2CCN(Cc3nc(-c4ccccc4)no3)CC2)c1 | -3 | 2 | 0.9 | -6 | 11 | 0.27 | 1 | 14 | 23
Cc1sc2nc(N)sc2c1C | 6 | -7 | 1.1 | -23 | 4 | -0.036 | 1.1 | -6 | -16
COc1ccc(OCc2ccc(C(=O)NN)cc2)cc1 | · | 92* | 0.3 | -8 | -1 | 0.041 | 0.1 | 69* | -6
COc1cc(C(O)c2nc3ccccc3n2C)cc(OC)c1OC (stereo unspecified) | · | 46 | 0.6 | -13 | -19 | 0.056 | 0.5 | 35 | 12
Fc1ccc(Br)cc1C1C=C(c2ccc(Br)cc2)Nc2ncnn21 (stereo unspecified) | -2 | 87* | 0.4 | -1 | 27 | 0.44 | 0.1 | 56* | ·
COCCNC(=O)/C(C#N)=C/c1ccc(-c2ccc(OC)cc2[N+](=O)[O-])o1 | · | 27 | 0.8 | -14 | 22 | 0.95 | 0.7 | 16 | -15
COc1ccccc1OCC(=O)NN1Cc2ccccc2C1=N | · | 7 | 1.1 | -34 | 8 | 0.012 | 0.9 | -12 | -10
Cc1cnc(NC(=O)c2c(O)c3cccc4c3n(c2=O)CCC4)s1 | 0 | 14 | 0.9 | -18 | 17 | -1.8 | 0.9 | 13 | -24
CCOc1ccccc1NC(=O)CSc1ncnc2c1oc1ccccc12 | 5 | 4 | 0.1 | -12 | 6 | 1.3 | 1 | 85* | 14
Cc1cc(C)n2cc(CSc3nnnn3-c3ccccc3C)nc2n1 | 8 | 35 | 2.7* | -37 | -5 | 0.79 | 0.6 | -174 | -14
O=C(Oc1cc(-c2ccccc2)no1)c1ccc(Cl)cc1 | 0 | -9 | 1 | -19 | 24 | -1.6 | 1.1 | 5 | ·
CCCCSc1nc(C)cc(NC(=S)Nc2ccc(OC)cc2)n1 | · | 42 | 0.7 | -8 | 4 | -0.043 | 0.6 | 35 | -12
CCCCCC1CC(/C(C)=N/NC(N)=O)OC1=O (stereo unspecified) | 0 | -6 | 1.1 | -1 | 2 | -1.3 | 1.1 | -10 | 13
COc1cc(NC(=O)C2CC2C)c(C(=O)O)cc1OC (stereo unspecified) | · | -15 | 1.1 | -12 | -17 | -0.078 | 1.2 | -14 | 3
Cn1cccc1Cc1nnc(SCC(=O)Nc2ccc(Cl)cc2)n1-c1ccc(F)cc1 | 8 | 54* | 0.4 | · | · | 2.8* | 0.5 | 58* | ·
O=C(CCc1ccccc1)Nc1ccccc1C(=O)NCc1ccco1 | 9 | · | · | -20 | 1 | -1.5 | · | · | 16
COc1ccc(NCN2C(=O)CCC2=O)cc1 | -2 | 16 | 0.8 | 16 | 21 | -0.47 | 0.8 | 20 | 8
O=C(OCC(=O)N1CCN(c2ccccc2)CC1)c1ccc2ncsc2c1 | 2 | 73* | 1.6 | -18 | 5 | 0.9 | 0.3 | -63 | 12
Cc1ccc(C(=O)NCC2CCCO2)o1 (stereo unspecified) | 10 | -1 | 1 | · | 0 | 0.37 | 1 | 3 | -13
O=C(CN1CCN(c2ccccc2)CC1)Nc1ccc(OCc2ccccc2)cc1 | -1 | 7 | 0.7 | -16 | 4 | · | 0.9 | 29 | ·
O=C(c1ccc(NS(=O)(=O)c2cccs2)cc1)N1CCCCC1 | -6 | · | · | 4 | 6 | -0.19 | · | · | 27
CCn1nc(C)c(NC(=O)c2cc(Br)ccc2Cl)c1C | 1 | -5 | 1.2 | · | · | 0.31 | 1.1 | -20 | ·
Cc1nn2c(N)c(C#N)cnc2c1-c1ccc(Cl)cc1 | · | -4 | 1.1 | 0 | 25 | · | 1 | -13 | -3
O=C(Cn1ncn2cccc2c1=O)N1CCCCC1 | · | -12 | 1.1 | -3 | 10 | -0.6 | 1.1 | -6 | 8
CC(=O)N1CCc2cc(Br)cc(S(=O)(=O)NCc3ccccn3)c21 | 2 | 15 | 1 | -24 | -5 | -0.01 | 0.8 | 2 | -11
N#CC1=C(N)Oc2cc3ccccc3cc2C1c1cccnc1 (stereo unspecified) | 4 | 66* | 0.2 | 4 | 2 | -0.53 | 0.3 | 82* | ·
CCOC(=O)c1[nH]c(C)c(C(=O)NCCC2=CCCCC2)c1C | 0 | 20 | 0.8 | -14 | 14 | -1 | 0.8 | 20 | -13
COc1ccccc1S(=O)Cc1ccc(C(=O)NC2CCCC2)o1 (stereo unspecified) | 13 | 13 | 0.5 | 9 | 8 | 0.44 | 0.9 | 55* | -49
COCCn1c(N)c(C(=O)NCc2cccs2)c2nc3ccccc3nc21 | 3 | 0 | 1 | 4 | 11 | 0.34 | 1 | 1 | -3

Reprinted from the part before: 2 compounds, followed by the next part.
SMILES | Candida biofilm | CYP2C19 inh | CYP2C9 activ | HUVEC tox TNFa | VCAM1 TNFa inh | hDAT+cocaine | CYP2C19 act | CYP2C9 inh | HUVEC tox IL1B
COc1ccccc1S(=O)Cc1ccc(C(=O)NC2CCCC2)o1 (stereo unspecified) | 13 | 13 | 0.5 | 9 | 8 | 0.44 | 0.9 | 55* | -49
COCCn1c(N)c(C(=O)NCc2cccs2)c2nc3ccccc3nc21 | 3 | 0 | 1 | 4 | 11 | 0.34 | 1 | 1 | -3
COC(=O)CCCC(=O)N1CCOCCN(C(=O)CCCC(=O)OC)CCOCC1 | -2 | -15 | 1.1 | -18 | -12 | -0.19 | 1.2 | -15 | -32
CN(C)S(=O)(=O)N(CC(=O)NCc1ccccc1)c1ccccc1 | 12 | 67* | 0.8 | -12 | 12 | 0.81 | 0.3 | 18 | -95
O=C1N(CN2C(=O)C3(OCCO3)c3ccccc32)c2ccccc2C12OCCO2 | 5 | 5 | 0.9 | -5 | 4 | -0.36 | 1 | 7 | -10
COc1ccc(N(CC(=O)Nc2cccc(SC)c2)S(C)(=O)=O)cc1Cl | 7 | 59* | 0.9 | -10 | 3 | 0.72 | 0.4 | 13 | -29
O=C(CSc1nc(O)cc(=O)[nH]1)N1CCCc2ccccc21 | 0 | 9 | 1 | -23 | -1 | 0.11 | 0.9 | 3 | -7
Cc1cccc(CN(CC(=O)N/N=C/c2ccco2)S(=O)(=O)c2ccc(Cl)cc2)c1 | · | 100* | 0.1 | -1 | -9 | 0.26 | 0 | 93* | -5
O=C(Nc1ccccc1N1CCCCC1)c1ncoc1-c1ccc(F)cc1 | 2 | 1 | 0.8 | 7 | 1 | -0.054 | 1 | 22 | -20
COc1ccc(NC(=O)CN(c2cccc(C(F)(F)F)c2)S(C)(=O)=O)cc1OC | 3 | 40 | 0.7 | -30 | 1 | 1 | 0.6 | 31 | 16
O=C(NNC(=O)C1CCCCC1)C(=O)NC1CCCCC1 | · | -15 | 1.1 | · | -8 | 0.13 | 1.1 | -7 | 12
CCCCn1nnnc1SCC(=O)Nc1ccc2c(c1)OCO2 | 3 | 42 | 0.3 | -3 | 14 | 0.56 | 0.6 | 70* | 7
Cc1cccc(NC(NC(=O)c2cccnc2)C(Cl)(Cl)Cl)c1 (stereo unspecified) | · | 48 | 0.2 | 2 | 17 | · | 0.5 | 83* | 8
COc1ccc(N(CC(=O)Nc2ccccc2C(=O)NCc2ccco2)S(C)(=O)=O)cc1 | 10 | 36 | 0.2 | -19 | 0 | 1.3 | 0.6 | 84* | -6
C=CCSC1=N/C(=C\c2cc(OC)c3c(c2)OCO3)C(=O)S1 | -2 | 5 | 0.9 | -17 | 2 | -0.044 | 0.9 | 12 | -42
CCOC(=O)C1CCCN(CCC(=O)Nc2ccc3c(c2)CCC3)C1 (stereo unspecified) | -1 | 18 | 0.9 | 21 | 8 | 0.61 | 0.8 | 6 | 12
O=C(c1ccc(C#Cc2ccccc2)o1)N1CCN(c2ccccn2)CC1 | 7 | 15 | 0.4 | -19 | 1 | 0.35 | 0.8 | 56* | -29
Cc1cc(NCCCn2ccnc2)n2ncc(-c3ccc(Cl)cc3)c2n1 | 3 | 74* | 0.1 | 11 | -8 | 4.1* | 0.3 | 87* | -10
CC1Cc2ccccc2N1C(=O)CSc1nnnn1-c1ccc2c(c1)OCCO2 (stereo unspecified) | 7 | 5 | 1.4 | -42 | 9 | 0.05 | 1 | -36 | 0
c1ccc(Nc2n[nH]nc2-c2ccccc2)cc1 | -1 | 85* | 0.7 | 0 | 1 | 0.047 | 0.2 | 29 | 7
COC(=O)c1ccc(CSc2nccn2C)cc1 | · | 65* | 1.1 | -9 | 6 | -0.039 | 0.3 | -11 | 18
CCCc1cc(N2CCCC(C(=O)Nc3c(OC)cccc3OC)C2)n2ncnc2n1 (stereo unspecified) | 0 | -11 | 0.8 | · | -22 | 1.4 | 1.1 | 18 | -1
O=C(Nc1ccc(Cl)cc1Cl)C1=Cc2ccccc2OC1 | 0 | 10 | 1.2 | -15 | 8 | 0.019 | 0.9 | -16 | 0
COc1cccc(/C=N/n2cncn2)c1OCC#N | 7 | 78* | 0.7 | · | · | -1.2 | 0.2 | 25 | ·
Cc1cc(C)nc(NC(=O)/C=C/c2ccccc2Cl)n1 | · | 21 | 1 | -14 | 14 | 0.069 | 0.8 | 0 | 24
N#Cc1nc(COc2ccc(Cl)cc2)oc1N1CCCCCC1 | 5 | 89* | 0 | 4 | 11 | 1.9 | 0.1 | 97* | 4
CCN(CC)CCCN1C(=O)C(O)=C(C(=O)c2sc(C)nc2C)C1c1ccco1 (stereo unspecified) | 8 | -3 | 0.9 | -16 | -1 | -0.82 | 1 | 7 | -30
COc1ccccc1NC(=O)C(CCS(C)(=O)=O)N1C(=O)c2ccccc2C1=O (stereo unspecified) | 6 | -5 | 0.8 | -16 | 3 | 0.00087 | 1.1 | 21 | 30
CCOc1ccc(NC(=O)CS(=O)(=O)c2cn(C)c3ccccc23)cc1 | 6 | 9 | 1 | -4 | 1 | 1.1 | 0.9 | -2 | -28
Cc1cc(C)n(C(=O)CNc2cccc(Cl)c2C)n1 | · | 13 | 0.7 | 2 | 21 | -0.78 | 0.9 | 25 | -30
O=C1NCC(COCc2ccco2)O1 (stereo unspecified) | 7 | -6 | 1 | 4 | 4 | 0.031 | 1.1 | 0 | 5

Some values from the entries so far:
`COCCNC(=O)/C(C#N)=C/c1ccc(-c2ccc(OC)cc2[N+](=O)[O-])o1` – HUVEC tox TNFa: -14
`Cc1cc(NCCCn2ccnc2)n2ncc(-c3ccc(Cl)cc3)c2n1` – CYP2C9 inh: 87*
`COc1ccc(NC(=O)CN(c2cccc(C(F)(F)F)c2)S(C)(=O)=O)cc1OC` – VCAM1 TNFa inh: 1
`Fc1ccc(Br)cc1C1C=C(c2ccc(Br)cc2)Nc2ncnn21` (stereo unspecified) – CYP2C19 inh: 87*
`c1ccc(Nc2n[nH]nc2-c2ccccc2)cc1` – Candida biofilm: -1
`CCOC(=O)C1CCCN(CCC(=O)Nc2ccc3c(c2)CCC3)C1` (stereo unspecified) – HUVEC tox TNFa: 21
